EWS-Fli block: EWS/Fli-driven NR0B1 reporter inhibitors, primary screen, A673 cells, NR0B1 luciferase, luminescence, MLPCN library; inhibition, % at 12.6 µM; AID 651661, 2012; viability-normalised; actives 0.67% (n = 350,000);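 active = mean inhibition of at least 50% after viability correction, with every replicate also passing that limit; inconclusive = mean reaches 50% but only one of two replicates passes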;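 also: firefly luciferase signal divided by Alamar Blue viability fluorescence both relative to DMSO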
PglD inh: C. jejuni PglD acetyltransferase inhibitors, primary screen, biochemical, DTNB colorimetric, single point; actives 0.098% (n = 360,000); UDP-N-acetylbacillosamine N-acetyltransferase PglD (Campylobacter jejuni); AID 602405, 2012; purified PglD enzyme, DTNB colorimetric CoA detection; inhibition, % at 12.5 µM; in the data active = inhibition above about 16%, passing the limit was not always enough; inconclusive = no clear call, values can overlap the other calls; also: strong numbers were not always called active
PGC1a acetyl inh: inhibitors of PGC1a acetylation signal, primary screen, cell-based, U2OS, AlphaScreen, inhibitor mode; AlphaScreen anti-acetyl-lysine; with virally co-expressed GCN5 acetyltransferase; inhibition, % at 15.6 µM; actives 0.17% (n = 350,000); AID 651687, 2012;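 active = every replicate shows inhibition of at least 40%; inconclusive = mean inhibition at least 40% but some replicate below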;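 also: 0% = neutral control wells and 100% = positive control wells; some results beyond the cut were filed as inactive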
PAX8 reporter: inhibitors of PAX8-driven TPO luciferase reporter, primary screen, RMG-I cells, single concentration; SteadyGlo, 24 h; AID 652154, 2013; actives 1.2% (n = 360,000); inhibition, % at 12.6 µM;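 active = mean replicate inhibition at least 60% with every replicate also reaching 60%; inconclusive = only one of the two criteria is met; inactive = mean below 60% and not all replicates reaching 60%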;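 also: luciferase light reporting Pax8 driven TPO promoter activity; plate controls were median of neutral control wells for no effect and mitoxantrone controls for full effect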
LGR2 inh: inhibitors of bursicon-induced LGR2 CRE-luciferase signal, primary screen, cell-based, HEK293, CRE-luciferase reporter, bursicon stimulation; AID 720647, 2013; inhibition, % at 9.99 µM; actives 0.35% (n = 380,000); bursicon-stimulated, 4 h;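 active = drop in luminescence signal, shown as inhibition above about 50% in the replicate tests, limit read from the data, passing the limit was not always enough; inconclusive = probably only some replicates passing the limit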;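 also: agonist challenge used bursicon conditioned medium at about half maximal strength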
S100A4 inh HTS: inhibitors of S100A4-myosin IIA peptide binding, primary screen, biochemical, fluorescence polarization, TAMRA-MyoIIA peptide. Protein S100-A4 (Homo sapiens), P26447. inhibition, % at 10.7 µM. actives 0.14% (n = 360,000);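 active = mean inhibition of at least 70% across replicates, with every replicate also reaching that level; inconclusive = mean inhibition reaches 70% but some replicates fall short; inactive = mean inhibition below 70%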
Target sequence (P26447 whole entry, looked up): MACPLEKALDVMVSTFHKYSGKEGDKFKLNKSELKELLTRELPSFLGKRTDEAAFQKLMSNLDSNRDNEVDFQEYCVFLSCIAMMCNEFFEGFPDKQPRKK
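Test system: S100A4 monomer protein. Medium: HEPES buffer with Ca2+, pH 7.2. Reagent: fluorescent myosin IIA peptide, 5 nM. Compound dosing: single-point compound testing. Timing: 5 min between mix addition and reading. Benchmarks: DMSO neutral and TFP positive wells.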
ERAP1 HTS inh: human ERAP1 aminopeptidase inhibitors, primary screen, biochemical, single point, plate reader; recombinant ERAP1, Leu-AMC fluorescence, 60 min; inhibition, % at 10.7 µM; actives 0.15% (n = 340,000); Endoplasmic reticulum aminopeptidase 1 (Homo sapiens), Q9NZ08;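 active = mean replicate inhibition of at least 30%, or all replicates individually reaching that 30% level; inactive = mean below 30% and not every replicate reaching it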;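 also: 0% = neutral control wells and 100% = L-leucinethiol positive control wells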
Target sequence (Q9NZ08 whole entry, looked up): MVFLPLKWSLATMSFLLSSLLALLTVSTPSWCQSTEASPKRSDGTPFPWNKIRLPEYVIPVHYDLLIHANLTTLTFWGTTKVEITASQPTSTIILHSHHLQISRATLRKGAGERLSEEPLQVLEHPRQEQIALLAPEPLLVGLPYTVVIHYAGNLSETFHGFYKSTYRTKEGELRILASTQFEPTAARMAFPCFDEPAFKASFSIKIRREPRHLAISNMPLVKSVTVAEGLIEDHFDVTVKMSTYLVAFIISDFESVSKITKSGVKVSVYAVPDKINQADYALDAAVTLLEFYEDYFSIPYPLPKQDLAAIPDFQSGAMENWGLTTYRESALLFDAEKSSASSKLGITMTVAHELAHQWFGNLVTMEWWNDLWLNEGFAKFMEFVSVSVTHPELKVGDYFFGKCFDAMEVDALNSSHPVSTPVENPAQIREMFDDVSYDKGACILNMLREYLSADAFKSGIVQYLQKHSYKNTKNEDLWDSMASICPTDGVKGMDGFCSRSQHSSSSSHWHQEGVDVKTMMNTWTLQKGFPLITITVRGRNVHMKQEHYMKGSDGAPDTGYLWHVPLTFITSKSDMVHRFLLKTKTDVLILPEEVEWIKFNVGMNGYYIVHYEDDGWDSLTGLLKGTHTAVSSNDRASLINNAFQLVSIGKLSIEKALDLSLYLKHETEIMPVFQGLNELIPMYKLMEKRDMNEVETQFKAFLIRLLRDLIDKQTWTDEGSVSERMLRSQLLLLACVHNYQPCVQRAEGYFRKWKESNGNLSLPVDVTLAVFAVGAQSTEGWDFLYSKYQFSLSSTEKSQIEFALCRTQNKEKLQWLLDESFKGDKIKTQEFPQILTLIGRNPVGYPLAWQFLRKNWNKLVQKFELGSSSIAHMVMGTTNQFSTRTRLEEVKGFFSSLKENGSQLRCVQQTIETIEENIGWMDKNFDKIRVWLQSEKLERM
FN deposit inh: inhibitors of fibronectin matrix deposition, primary screen, AH1F cells, Alexa488-fibronectin fluorescence, plate reader; AH1F fibroblasts, overnight; inhibition, % at 12.6 µM; actives 0.086% (n = 350,000);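 active = mean inhibition across replicates of 30% or more, regardless of how many single replicates reach that level; inconclusive = mean under 30% yet at least half of replicates reach 30%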;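 also: positive control wells lacked labelled fibronectin entirely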
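Schedule: 1 h cell adhesion before compound, then overnight fibronectin incubation; test system: AH1F fibroblast monolayer depositing Alexa488-labelled fibronectin into matrix; quantity: 10000 AH1F cells per well; probe or stimulus: fluorescent fibronectin at 24 nM final; signal: fluorescence, ex 485 nm, em 525 nm; evaluation: percent inhibition as loss of matrix-bound fibronectin fluorescence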
Active calls of the source: *; ? = inconclusive; . = not tested or not shown; & = joins results of further samples.

SMILES | EWS-Fli block | PglD inh | PGC1a acetyl inh | PAX8 reporter | LGR2 inh | S100A4 inh HTS | ERAP1 HTS inh | FN deposit inh
O=C(c1ccco1)N1CCN(C(=O)c2ccc(CS(=O)c3ccc(F)cc3)o2)CC1 (centres undefined) | 4 | -8 | 2 | 12 | 1 | -3 | -3 | -9
C[C@H](CO)N1C[C@H](C)[C@H](CN(C)Cc2ccncc2)Oc2ccc(NC(=O)c3ccncc3)cc2C1=O | -1 | -2 | 1 | -6 | -3 | 0 | -2 | .
CCCn1c(=O)c2ccccc2n2c(SCCOc3ccc(OC)cc3)nnc12 | 7 | 0 | 19 | . | 12 | -6 | 0 | .
Cc1ccc2nc(SCC(=O)Nc3ccc(F)cc3F)nc(=O)n2c1 | -32 | 2 | . | -27 | -4 | 3 | -1 | -4
COc1cc2c(cc1OC)C(=S)NC1(CCCC1)C2 | 9 | 1 | 1 | 3 | -44 | 4 | -1 | 3
c1ccc(-c2cc(-c3ccncc3)nc3ccc4ccccc4c23)cc1 | 18 | . | 1 | 35 | 23 | -12 | 1 | 3
Cc1[nH]n(-c2ccccc2)c(=O)c1N=Nc1ccc2c(c1)OCCO2 | -90 | . | -11 | -44 | -71 | -3 | -2 | -1
O=C(Nc1ccc(F)cc1)Nc1ccc2c(c1)[C@H]1C[C@@H](CC(=O)N3CCCCC3)O[C@@H](CO)[C@H]1O2 | 8 | 1 | 0 | -1 | 1 | . | . | 7
NC(=O)CN1C(=O)C2C3CCC(C3)C2C1=O (centres undefined) | 1 | 0 | -9 | 10 | -6 | -5 | -1 | -1
CCN(CC)c1ccc(/C=N/N2CCOCC2)c(O)c1 | . | 4 | -1 | -87 | -48 | . | . | .
COc1ccc(CN2CC3(CN(C(=O)C4CCC4)C3)c3c(n(C)c4cc(OC)ccc34)[C@@H]2CO)cc1 | 6 | . | -10 | . | -21 | -6 | -4 | .
C[C@@H]1CN([C@H](C)CO)C(=O)c2cc(NS(C)(=O)=O)ccc2O[C@@H]1CN(C)C(=O)Nc1ccc2c(c1)OCO2 | 3 | 11 | 5 | . | -16 | -6 | 0 | .
CC(=O)N[C@@H](Cc1ccc(O)cc1)CN1C(N)=NC[C@@H]1CC(C)C | -1 | -5 | 4 | -11 | -9 | -11 | -3 | -9
COCC(=O)N1[C@@H]2CN(C(=O)c3ccccc3)c3ccccc3[C@@H]2[C@@H]1CO | 4 | 1 | -3 | -20 | 16 | 1 | 3 | .
Cc1sc(NC(=O)CN(Cc2ccc(F)cc2)C(=O)C(C)(C)C)c(C(N)=O)c1C | 14 | . | . | 9 | 1 | -4 | -3 | 0
COC(c1ccc(Cl)cc1)(c1ccc(Cl)cc1)C(Oc1nc(C)cc(C)n1)C(=O)O (centres undefined) | 5 | -1 | 8 | 1 | 10 | -1 | 4 | 0
C[C@H](CO)N1C[C@H](C)[C@@H](CN(C)Cc2ccc3c(c2)OCO3)OCc2ccccc2-c2ccccc2C1=O | 0 | 1 | -6 | 17 | 8 | 14 | -5 | -5
C[C@H](CO)N1C[C@H](C)[C@@H](CN(C)Cc2ccncc2)OCc2cn(nn2)CCCC1=O | -3 | -2 | 7 | . | -27 | -1 | 1 | 12
CCC(C)c1ccc(NC(=S)NC2CCN(Cc3ccccc3)CC2)cc1 (centres undefined) | 16 | . | . | 51 | 2 | 26 | 0 | .
COC(=O)C[C@@H]1CC[C@H]2[C@@H](COC[C@H](O)CN2S(=O)(=O)c2ccccc2C)O1 | -8 | -4 | -2 | 14 | 13 | 22 | 0 | -1
COc1ccc(/C=N/NC(=O)c2ccc(-c3ccccc3)cc2)cc1O | 9 | . | . | -7 | 8 | 4 | 0 | -6
CCOc1ccc(-n2cc(-c3ccccc3)c3c(N4CCOCC4)ncnc32)cc1 | 4 | 9 | 9 | 3 | ? | 2 | -1 | -6
C[C@H]1CN([C@@H](C)CO)C(=O)c2cccc(NS(=O)(=O)c3cn(C)cn3)c2O[C@H]1CN(C)Cc1ccc2c(c1)OCO2 | -5 | 1 | 0 | -9 | -3 | -4 | -1 | -7
Cc1ccccc1S(=O)(=O)N1C[C@H](O)COC[C@@H]2O[C@@H](CC(=O)NCCc3ccccc3)CC[C@H]21 | 7 | 3 | 5 | 16 | 1 | 9 | 1 | -15
Cc1ccc(S(=O)(=O)N2CCN(C(=O)CN3C(=O)NC(C)(CCC(C)C)C3=O)CC2)c(C)c1 (centres undefined) | 3 | -3 | 3 | 4 | 0 | -11 | 4 | 8
O=C(C[C@H]1C[C@H]2c3cc(NC(=O)Cc4ccncc4)ccc3O[C@H]2[C@@H](CO)O1)NCCc1ccccc1 | 13 | 3 | -2 | -1 | 21 | 8 | 0 | 10
C[C@@H]1CN([C@H](C)CO)S(=O)(=O)c2ccc(C#CC3CC3)cc2O[C@@H]1CN(C)C(=O)C1CC1 | 7 | -2 | -15 | . | -2 | -4 | -2 | 3
O=C1c2ccccc2C(Nc2ccc(-c3nc4ccccc4[nH]3)cc2)N1Cc1ccco1 (centres undefined) | -21 | 4 | . | -21 | 2 | -5 | 3 | 6
Cc1cccc(C)c1NC(=O)C1CCCN1S(=O)(=O)c1ccc(-c2ccc(=O)[nH]n2)s1 (centres undefined) | 5 | 4 | 8 | -8 | -7 | -1 | -1 | -5
CCOc1cc(/C=C/c2cc(C(=O)O)c3ccccc3n2)ccc1O | . | -2 | 0 | 5 | 14 | . | . | 0
COc1cccc(-c2nnn(CC(=O)N(C3CCCCC3)C3CCS(=O)(=O)C3)n2)c1 (centres undefined) | -4 | 3 | 2 | 9 | -9 | 0 | -7 | -8
COc1ccc(CN2CCC(Oc3ccc(C(=O)N4CCCC4)cc3)CC2)c(F)c1 | 12 | -2 | -2 | 21 | -2 | 3 | 4 | 1
CC=Cc1ccc2n(c1=O)C[C@H]1[C@H](CO)[C@@H](C(=O)N[C@H](C)c3ccccc3)[C@@H]2N1Cc1ccncc1 (mixture of isomers) | -6 | 5 | . | 4 | -1 | 6 | -1 | .
Cc1cc2c(cc1S(=O)(=O)N1CCN(c3cccc(C)c3C)CC1)OCCN2C | -1 | 5 | -10 | 5 | 16 | 153* | 1 | -3
Cc1noc(C)c1NC(=O)N[C@H]1CC[C@H](CC(=O)Nc2ccccc2)O[C@@H]1CO | 0 | 1 | 3 | . | -17 | -45 | 0 | .
C[C@@H]1CCCCO[C@H](CN(C)Cc2ccc(Cl)c(Cl)c2)[C@H](C)CN([C@@H](C)CO)C(=O)c2cc(NC(=O)NC3CCCCC3)ccc2O1 | 6 | -1 | . | 48 | 6 | 17 | -1 | .
COc1cc(CCC(=O)Nc2ccc(S(=O)(=O)NC3=NCCCCC3)cc2)cc(OC)c1OC | -4 | . | -26 | 17 | -2 | -2 | -6 | -14
N#CC(OC(=O)c1ccccc1)c1ccccc1 (centres undefined) | -2 | 3 | 3 | . | -13 | 1 | 0 | .
COc1cccc(C(=O)N2C[C@H]3[C@@H](c4ccccc42)[C@H](CO)N3Cc2ccccc2F)c1 | 2 | 1 | -18 | 19 | 7 | 1 | 3 | .
CC=Cc1ccc2n(c1=O)C[C@H]1[C@H](CO)[C@@H](C(=O)NCc3ccccc3)[C@@H]2N1S(C)(=O)=O (mixture of isomers) | -1 | 0 | . | 2 | 3 | . | . | .

Some values from the list.
Value of Cc1cccc(C)c1NC(=O)C1CCCN1S(=O)(=O)c1ccc(-c2ccc(=O)[nH]n2)s1 (centres undefined) in S100A4 inh HTS: -1
Value of Cc1noc(C)c1NC(=O)N[C@H]1CC[C@H](CC(=O)Nc2ccccc2)O[C@@H]1CO in EWS-Fli block: 0

Gathered by group, those above containing a COOH group
SMILES | EWS-Fli block | PglD inh | PGC1a acetyl inh | PAX8 reporter | LGR2 inh | S100A4 inh HTS | ERAP1 HTS inh | FN deposit inh
COC(c1ccc(Cl)cc1)(c1ccc(Cl)cc1)C(Oc1nc(C)cc(C)n1)C(=O)O (centres undefined) | 5 | -1 | 8 | 1 | 10 | -1 | 4 | 0
CCOc1cc(/C=C/c2cc(C(=O)O)c3ccccc3n2)ccc1O | . | -2 | 0 | 5 | 14 | . | . | 0

The results go on:
SMILES | EWS-Fli block | PglD inh | PGC1a acetyl inh | PAX8 reporter | LGR2 inh | S100A4 inh HTS | ERAP1 HTS inh | FN deposit inh
COCC(=O)N(C)C[C@H]1Oc2ncc(C#CC(C)(C)O)cc2C(=O)N([C@H](C)CO)C[C@@H]1C | -1 | 8 | -1 | -4 | 2 | 6 | -2 | 6
COc1ccc2c(c1)nc(NCCCO)n2Cc1ccccc1 | -6 | -5 | -5 | -15 | 6 | 5 | 2 | 0
CNc1c(NS(=O)(=O)c2ccc(F)cc2)c(=O)oc2ccccc12 | -14 | 1 | . | 5 | -1 | -1 | 3 | -2
Cc1cc(C(=O)CSc2ccc3c(c2)OCCO3)c(C)n1C1CC1 | -76 | . | . | -112 | -30 | 1 | 1 | 9
C[C@@H]1CN([C@H](C)CO)C(=O)CCCn2nncc2CO[C@@H]1CN(C)C(=O)NC1CCCCC1 | 0&1&-1 | 5&-2&1 | 4&-3&-1 | -4&-11 | -16&-8 | 1&9&0 | -3&1&-1 | 0&-2
COc1ccc(OCC(=O)Nc2ccc3c(c2)nc(CCn2ccccc2=O)n3C)cc1 | . | 6 | 8 | 7 | 0 | 0 | -5 | 5
CC(C)C(NS(=O)(=O)c1cccs1)C(=O)N1CCC(C(N)=O)CC1 (centres undefined) | -2 | . | -8 | -3 | 1 | -15 | 2 | -2
O=C(Nc1ccc(N2CCCCC2)c(C(=O)O)c1)c1ccco1 | . | 0 | 4 | -2 | . | . | . | -2
C[C@H]1CN([C@@H](C)CO)C(=O)Cc2cc(NC(=O)Nc3ccc(C(F)(F)F)cc3)ccc2O[C@@H]1CN(C)S(=O)(=O)c1cccs1 | -7 | 0 | -11 | 17 | 15 | 3 | 0 | .
CCCCN(C)CCNC(=O)C1CCN(S(=O)(=O)c2cccc3nsnc23)CC1 | . | 0 | . | -1 | -2 | 0 | 2 | 1
CN(C)C(=O)CSc1nnc(-c2cccs2)n1-c1ccccc1 | 4 | -8 | -1 | 13 | 2 | -5 | 2 | -6
CCCc1[nH]n(-c2ccc([N+](=O)[O-])cc2)c(=O)c1C=NCCCn1ccnc1 | -8 | -3 | -1 | -21 | 3 | 0 | 1 | 4
CCc1ccc(NC(=O)CSc2nc(C)cs2)cc1 | -36 | -3 | -5 | -17 | -55 | 6 | 2 | 0
Cc1cc(S(=O)(=O)NCCCn2ccnc2)c(C)cc1Cl | 12 | -7 | . | 6 | 7 | -1 | -2 | 7
Cc1ccnc(NS(=O)(=O)c2ccc(NC(=O)Cc3ccccc3)cc2)n1 | . | 0 | 2 | 7 | 12 | . | . | 6
O=C(COc1ccccc1)Nc1ccccc1F | -33 | 2 | 6 | 26 | -17 | 2 | -3 | 7

Rows are unselected. About 2.1% of those tested had a hit in this group.
